High-throughput results (PubChem BioAssay)
CF NFkB block: inhibitors of cystic fibrosis induced NF-kB. KKLEB NF-kB-GFP reporter, PAF-induced, GFP fluorescence overnight. inhibition, % at 5 µM. hit rate 0.86% among 360,000;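 active = at least 50% inhibition at 5 µM, scaled per plate between neutral and stimulator controls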;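 note: PAF is a Pseudomonas aeruginosa culture filtrate used as stimulus; plate controls were PAF-stimulated DMSO wells for no effect and unstimulated DMSO wells for full effect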
MITF TRPM1 inh: inhibitors of MITF-driven TRPM1 promoter in melanoma cells | inhibition, % at 12.5 µM | hit rate 0.83% among 330,000 | AID 488899 | SK-MEL-5 TRPM1 promoter luciferase, 24 h;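 active = mean inhibition across replicates of 60% or more, whatever share of single replicates reaches that level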; note: values of inactives mirror those of a sister screen read the other way
aDG glyco act: increases alpha dystroglycan glycosylation; activation, % at 10 µM; Pro5-aDG cells, alpha-DG glycosylation AlphaScreen (IIH6); 0% Pro5, 100% B10-LARGE cell signal; hit rate 0.22% among 360,000;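 active = activation of at least 8% versus controls, or a plate z-score of at least 8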;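 note: Pro5 are CHO cells carrying HIG-tagged alpha-DG that lacks glycosylation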
KKLEB cytotox: CF airway cell cytotoxicity counter-screen. activity change (cytotoxicity), % at 5 µM. hit rate 0.36% among 360,000. KKLEB CF airway cells viability, ATPlite luminescence, overnight; stronger effect = lower value; cells stimulated with P. aeruginosa culture filtrate;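 active = corrected activity change at or below -50% at 5 µM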
NR2E3 ag-1: human photoreceptor-specific nuclear receptor agonism; Q9Y5X4; CHO-S Gal4-NCOR/VP16-NR2E3 two-hybrid, luciferase; inhibition of corepressor binding, % at 3.98 µM; hit rate 0.35% among 360,000; AID 602229;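 active = inhibition above the mean of all tested compounds plus 3 SD, cut at about 70% in these data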;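 note: 0% = DMSO with NR2E3 transfected cells and 100% = cells lacking NR2E3 construct; higher means lower luciferase signal from less NR2E3 corepressor binding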
Target sequence (Q9Y5X4 whole entry, looked up, the tested form may be a part): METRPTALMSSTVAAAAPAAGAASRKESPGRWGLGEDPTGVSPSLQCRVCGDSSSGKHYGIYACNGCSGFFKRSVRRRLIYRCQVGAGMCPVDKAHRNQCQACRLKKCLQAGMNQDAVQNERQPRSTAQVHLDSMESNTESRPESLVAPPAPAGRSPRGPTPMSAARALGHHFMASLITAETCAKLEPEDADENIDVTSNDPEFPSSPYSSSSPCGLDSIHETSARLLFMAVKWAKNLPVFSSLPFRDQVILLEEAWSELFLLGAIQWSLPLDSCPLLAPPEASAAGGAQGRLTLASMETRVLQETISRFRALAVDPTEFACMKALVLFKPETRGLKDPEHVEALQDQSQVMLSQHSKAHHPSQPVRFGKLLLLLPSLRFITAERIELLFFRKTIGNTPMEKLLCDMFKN
HIF-2a inh: inhibitors of HIF-2a | hit rate 0.72% among 360,000 | inhibition, % at 18.8 µM | 786-0 RCC cells HIF-2a reporter, luciferase luminescence, overnight;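 active = inhibition of the luminescence signal of 40% or more relative to plate controls, in a single-dose primary screen at 18.75 µM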
NR2E3 ag-2: activates human photoreceptor nuclear receptor NR2E3. inhibition of corepressor binding, % at 4.78 µM. Q9Y5X4. GST-NR2E3/biotin-RetCOR TR-FRET, 1536-well. AID 2300. hit rate 0.12% among 320,000;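 active = percent inhibition above the cutoff of mean plus 3 SD of all tested compounds, set per screening campaign, cut at about 20% in these data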;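 note: 0% = DMSO wells and 100% = biotin wells as full block of FRET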
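Material: NR2E3–RetCOR corepressor complex / Amount: 1.35 nM GST-NR2E3 / Medium: Tris pH 7.5 / Compound: single nominal compound dose of 4.8 µM / Incubation: 5 h at 4 °C / Technique: TR-FRET, Eu(K)-anti-GST donor, streptavidin-D2 acceptor, ex 340, em 617/671 nm / Read-out basis: percent loss of FRET ratio relative to control wells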
Peg3 prom inh: reduces Peg3 promoter-driven luciferase expression in HeLa | HeLa PEG-Prom luciferase reporter, luminescence, overnight | inhibition, % at 20 µM | hit rate 1.7% among 360,000 | AID 588405;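 active = inhibition of at least 50% at 20 µM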
hiPSC survival: enhancers of human iPSC single-cell survival; hiPSC single-cell survival, ATPlite luminescence; 100% = ROCK inhibitor wells, 0% = DMSO; survival enhancement, % at 20 µM; hit rate 0.044% among 360,000; AID 602274; in the data active = survival enhancement above about 18%;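 note: cells exposed to compounds for 16 hours before the ATP read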
TWEAK Fn14 block: blocks TWEAK-Fn14 interaction in a reporter cell assay. hit rate 2% among 360,000. TWEAK-stimulated Fn14 reporter cells, luciferase luminescence, 8 h. AID 1159606. inhibition, % at 10 µM; in the data active = inhibition above about 50%
Shn3 inh set2: Schnurri-3 reporter inhibition in Clone20 osteoblasts; Clone20 osteoblast Shn3 3'UTR firefly luciferase, 24 h; inhibition, % at 12.5 µM; hit rate 0.52% among 360,000; AID 588674;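 active = mean inhibition of at least 75% with every replicate also reaching 75%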;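 note: 0% = median of neutral control wells and 100% = pilot-screen positive control compound; some compounds past the cut are filed as inactive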
Starred values were filed as active, the others as inactive; / = not tested or not shown.

cpd	SMILES	CF NFkB block	MITF TRPM1 inh	aDG glyco act	KKLEB cytotox	NR2E3 ag-1	HIF-2a inh	NR2E3 ag-2	Peg3 prom inh	hiPSC survival	TWEAK Fn14 block	Shn3 inh set2
1	Cc1cccc(N2CCN(C(=O)CCN3C(=S)NC(C)(C)CC3C)CC2)c1C (stereo not drawn)	-9	-5	0.4	2	-22	10	2	2	0.6	-20	18
2	C#CCOCCOCCOCCNc1nc(N2CCN(C(=O)CCCCCCCCCCNC(=O)Cn3cc(CCCCCN)nn3)CC2)nc(N2CCN(C(=O)CCCCCCCCCCNC(=O)[C@H](CO)n3cc(CCCCCN)nn3)CC2)n1	1	-10	-0.1	-6	2	-4	0	-7	-1.7	-19	1
3	CC1Cc2nc(SCC(N)=O)n(Cc3ccccc3)c(=O)c2S1 (stereo not drawn)	-4	14	-0.1	-4	-20	-8	-2	-9	-1.9	-3	1
4	CCOC(=O)C1(C)CCCN1C(=O)c1ccc(OC)c(OC)c1 (stereo not drawn)	21	/	0.1	-4	-3	7	/	-7	-3.5	-5	-21
5	Cn1c(SCc2ccc(C(=O)Nc3nccs3)cc2)nnc1-c1ccccc1	8	-14	0.2	-1	0	-56	-3	-78	1.1	37	0
6	Cn1c(C2CC(=O)N(Cc3ccccc3)C2)nc2ccccc21 (stereo not drawn)	-1	/	0.4	-5	4	-3	1	12	2.0	0	-2
7	CC(=O)c1cn(CC(=O)Nc2c(C)cccc2C)c2ccccc12	4	13	-0.2	-7	8	6	3	-5	-0.5	29	75
8	C=CCN(CC=C)C(=O)c1ccc2nc(Cc3ccc(OC)c(OC)c3)oc2c1	19	-3	0.7	-17	1	-55	-3	-38	1.9	1	27
9	CCCCCSc1nc(N2CCOCC2)c2c(c1C#N)CC(C)(C)OC2	23	10	0.0	-27	-9	40	1	35	-0.6	2	24
10	OC(c1ccc(Cl)cc1)c1ncc(-c2ccc(Oc3ccccc3)cc2)[nH]1 (stereo not drawn)	-2	/	0.0	-14	2	-30	/	33	-2.6	30	-8
11	CC(C)(C)NC(=O)COc1ccccc1C#N	14	0	-0.3	-13	11	10	2	7	0.8	5	4
12	COc1cc(OC)cc(C(=O)N2CCN(Cc3ccccc3C(F)(F)F)CC2)c1	22	-11	0.2	-10	19	13	2	5	0.1	-21	12
13	Cc1cc(C)cc(OCC(=O)N2CCc3ccccc3C2)c1	-5	5	0.2	12	-20	8	-1	-5	0.8	9	15
14	CN(C)/C=N/c1cc(=O)[nH]c(=O)n1CC1CC1	-9	0	0.3	-9	7	14	3	-6	0.3	3	-5
15	Cc1ccc(-n2nnc3c(=O)n(CC(=O)N4CCC(C)CC4)cnc32)cc1	2	-10	-0.1	9	-15	23	2	-12	3.9	12	-3
16	COc1ccc(CCN(C(=O)c2cccc(F)c2)C2CC(=O)N(c3ccc(OC)cc3)C2=O)cc1 (stereo not drawn)	0	6	-0.1	-2	-17	5	-3	8	1.1	-4	17
17	CCCC(C)c1nnc(NC(=O)C(=O)OCC)s1 (stereo not drawn)	-12	6	0.0	17	6	10	0	3	1.8	-9	-4
18	CCOc1ccc(C2/C(=C(/O)c3ccc4c(c3)CC(C)O4)C(=O)C(=O)N2CCCn2ccnc2)cc1 (stereo not drawn)	-3	-4	0.0	10	16	3	6	9	-0.3	-7	-9
19	CN1CCN(CC(O)COC(c2ccc(Cl)cc2)c2ccc(Cl)cc2)CC1 (stereo not drawn)	2	3	1.0	-3	-7	14	4	23	-0.7	-7	-3
20	O=C(Nc1ccccc1-c1ccccc1)c1cccc(C(F)(F)F)c1	-19	-9	0.4	7	9	-24	-6	3	-1.7	3	19
21	c1ccc(COc2ncnc3c2ncn3CCCN2CCN(c3ccccn3)CC2)cc1	1	10	-0.1	-10	-5	5	/	3	3.0	17	14
22	C=C(C)CNC(=S)N/N=C(\C)c1ccc(-n2ccnc2)cc1	-16	8	0.8	-10	-5	9	4	19	3.1	-34	-3
23	CCS(=O)(=O)n1nc(-c2ccccc2)nc1SC	0	-21	0.1	4	-29	-105	2	-62	2.6	-24	-16
24	O=C(c1ccc(Cn2cnnn2)cc1)N1CCCC(Nc2ccc(F)cc2)C1 (stereo not drawn)	17	-6	-0.5	-6	-16	11	4	23	-0.4	1	-4
25	Cc1ccc2cc(/C=N/Nc3ccc(C(=O)O)cc3)c(Cl)nc2c1	-10	-107	0.2	3	-14	-286	2	-255	-0.4	1	/
26	C[C@H](CO)N1C[C@H](C)[C@@H](CN(C)Cc2ccncc2)Oc2c(NC(=O)c3ccncc3)cccc2C1=O	17	-13	-0.2	-11	12	12	/	10	-0.3	5	10
27	O=C1NC(Cc2ccc(O)cc2)c2nc3cc(F)c(F)cc3c(=O)n2-c2cc3ccccc3cc21 (stereo not drawn)	-6	/	-0.6	2	8	-3	/	47	0.3	37	51
28	CCOC(=O)c1cn(C2CC2)c2c(F)c(NCCCN(C)C)c(F)cc2c1=O	10	-5	0.2	-13	-10	8	1	-4	-0.3	-13	7
29	CCN(CC)C1CCN(C(=O)c2ccc(OC3CCN(C(=O)CCOC)CC3)cc2)C1 (stereo not drawn)	-10	/	-0.1	8	1	-4	/	-7	9.1	12	-16
30	Cc1ccc(S(=O)(=O)N(CC(=O)NCCSC2CCCCC2)c2ccccc2F)cc1	2	19	-0.2	0	-20	15	-1	1	1.0	2	-12
31	O=C(CSc1n[nH]c(=O)[nH]c1=O)c1cccc([N+](=O)[O-])c1	-4	-1	0.3	0	-6	10	4	-6	-1.5	-2	0
32	Cc1ccc(S(=O)(=O)N2CCN(CC(=O)Nc3ccc([N+](=O)[O-])cc3)CC2)cc1C	-19	-9	0.5	0	12	16	-1	19	-1.4	-16	16
33	CCOC(=O)c1cc2sc(C)cc2n1CC(=O)Nc1ccc2c(c1)OCCO2	-5	3	-0.1	7	-41	-13	-9	-61	0.5	6	-19
34	COc1ccc(C2C(C(C)=O)=C(O)C(=O)N2C)c(OC)c1 (stereo not drawn)	-14	3	0.3	-16	-7	10	2	-16	-1.1	-2	-21
35	CCC1NC(C(=O)O)Cc2c1[nH]c1ccccc21 (stereo not drawn)	-13	9	0.1	9	-5	12	-4	-1	-3.3	2	-16
36	Cc1cc(C(=O)CSc2nc3ccccc3n2C)c(C)n1C	0	-17	-0.1	-18	-15	-51	0	-28	0.3	4	-2
37	CCOC(=O)c1ccccc1NC(=O)COC(=O)CCNS(=O)(=O)c1cccs1	11	-1	0.0	2	-20	2	/	-2	0.4	-10	-9
38	COc1ccccc1NC(=O)CCn1c(=S)oc2ccccc21	-2	-5	-0.1	9	-28	2	0	-4	-0.3	0	30
39	C/C(Cl)=C\COc1cc(C)nc2c(Br)cccc12	11	-4	0.1	12	-20	-50	3	-8	1.1	7	-1
40	O=C(O)c1ccccc1C(=O)c1ccc(N2CCCC2)c([N+](=O)[O-])c1	-12	-3	-0.2	-1	-36	-164	2	-192	1.3	8	12

By substructure, those above with an aryl thioether with sulfur outside any ring (six)
cpd	SMILES	CF NFkB block	MITF TRPM1 inh	aDG glyco act	KKLEB cytotox	NR2E3 ag-1	HIF-2a inh	NR2E3 ag-2	Peg3 prom inh	hiPSC survival	TWEAK Fn14 block	Shn3 inh set2
3	CC1Cc2nc(SCC(N)=O)n(Cc3ccccc3)c(=O)c2S1 (stereo not drawn)	-4	14	-0.1	-4	-20	-8	-2	-9	-1.9	-3	1
5	Cn1c(SCc2ccc(C(=O)Nc3nccs3)cc2)nnc1-c1ccccc1	8	-14	0.2	-1	0	-56	-3	-78	1.1	37	0
9	CCCCCSc1nc(N2CCOCC2)c2c(c1C#N)CC(C)(C)OC2	23	10	0.0	-27	-9	40	1	35	-0.6	2	24
23	CCS(=O)(=O)n1nc(-c2ccccc2)nc1SC	0	-21	0.1	4	-29	-105	2	-62	2.6	-24	-16
31	O=C(CSc1n[nH]c(=O)[nH]c1=O)c1cccc([N+](=O)[O-])c1	-4	-1	0.3	0	-6	10	4	-6	-1.5	-2	0
36	Cc1cc(C(=O)CSc2nc3ccccc3n2C)c(C)n1C	0	-17	-0.1	-18	-15	-51	0	-28	0.3	4	-2
